# Assay outcomes from PubChem BioAssay.
# TrxR1 inh = rat TrxR1 inhibition; recombinant rTrxR1, NADPH fluorescence consumption, selenite substrate; Potency, µM (doses to about 114 µM), for inactives: top-dose activity change, negative = inhibition, usual class: inhibitors; actives 1% (n = 390,000); also: potency is read from the fitted curve at half-maximal effect; % is scaled to controls: 0 for no effect and ±100 for the full control effect; nearly all actives have a fitted effect of over 65% in size
#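 Rat TrxR1 (90 nM in the dispensed reagent) was pre-reduced with 400 uM NADPH for 5 min at room temperature, then incubated with compound for 15 min. After 400 uM selenite was added, NADPH fluorescence (Ex 340/Em 450 nm) was followed for 8 min.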
# TrxR1 substrate = substrates of rat thioredoxin reductase 1; O89049; purified TrxR1 substrate turnover, NADPH consumption readout; Potency, µM (titrated, usually from 114 µM), inactives show top-dose activity change, negative = substrate turnover; actives 0.01% (n = 390,000); AID 588456; also: potency is read from the fitted curve at half-maximal effect; % is scaled to controls: 0 for no effect and ±100 for the full control effect; nearly all actives have a fitted effect of over 50% in size
#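 Rat TrxR1, dispensed at 90 nM, was prereduced with 400 uM NADPH (final) for 5 min at ~22 deg C, then incubated with compound 15 min before 400 uM selenite. A first-read NADPH fluorescence drop versus no-compound background flagged substrates.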
# GRP78 ERSR act = inducers of ER stress response in human glioma cells | U87-MG GRP78 promoter luciferase reporter, 16 h | actives 0.02% (n = 420,000) | Potency, µM, inactives show at the top dose activation, hits mostly activators; also: potency is read from the fitted curve at half-maximal effect; series mostly up to about 76 µM; % of control where 0% means no effect; nearly all actives have a fitted effect of over 35% in size
#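 Stably transfected U87-MG glioma cells carrying a GRP78-based luciferase sensor; 16 h compound incubation. Luminescence end-point read 10 min after Bright-Glo addition at room temperature.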
# LDHA inh = inhibitors of human lactate dehydrogenase A. actives 0.15% (n = 480,000). AID 1347041. purified LDHA, NADH/diaphorase-resazurin fluorescence; active compounds read low. P00338. activity change, % (values are at about 110 or 230 µM); in the data active = activity change below about -30%; inconclusive = mostly about -25% to -30%;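 also: plate controls were DMSO wells for no effect and wells without enzyme for full effect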
#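 Enzyme activity of human lactate dehydrogenase 5 (2 nM; 0.06 mM NADH, 0.2 mM pyruvate, 5 min, RT) is measured via a resazurin/diaphorase fluorescence readout of residual NADH.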
# IDH1 R132H inh = inhibitors of human mutant IDH1 R132H; O75874; IDH1-R132H enzyme, NADPH consumption, diaphorase/resazurin fluorescence; Potency, µM (top dose mostly 76.6 µM), for inactives: top-dose activity change, negative = inhibition, hits mostly inhibitors; actives 0.093% (n = 390,000); also: potency is read from the fitted curve at half-maximal effect; % is scaled to controls: 0 for no effect and ±100 for the full control effect; nearly all actives have a fitted effect of over 65% in size
# Target sequence (O75874 whole entry R132H, stated change not applied): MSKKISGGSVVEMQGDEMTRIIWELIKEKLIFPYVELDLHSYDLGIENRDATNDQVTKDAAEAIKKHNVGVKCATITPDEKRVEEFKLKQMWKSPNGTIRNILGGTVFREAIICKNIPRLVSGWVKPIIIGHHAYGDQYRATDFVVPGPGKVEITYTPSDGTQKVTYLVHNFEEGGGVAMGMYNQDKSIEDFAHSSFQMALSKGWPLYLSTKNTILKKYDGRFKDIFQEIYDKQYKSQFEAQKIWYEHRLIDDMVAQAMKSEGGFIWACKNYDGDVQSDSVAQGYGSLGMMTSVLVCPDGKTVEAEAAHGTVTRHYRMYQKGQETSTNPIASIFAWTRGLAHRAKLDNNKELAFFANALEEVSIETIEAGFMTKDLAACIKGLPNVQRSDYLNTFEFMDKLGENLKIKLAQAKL
#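 IDH1-R132H (0.5 ug/mL) preincubated 30 min with compound, then NADPH (0.016 mM) and alpha-KG (2 mM) added; 80 min at RT, pH 7.5. Remaining NADPH coupled via diaphorase/resazurin to fluorescence (540/590 nm); concentration-response curves normalized to no-enzyme control.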
# Vif-A3F inh = inhibitors of Vif-A3F interaction. HeLa A3F-eYFP + Vif (tagged APOBEC3F with the HIV-1 protein that degrades it), YFP fluorescence increase. Potency, µM (doses to about 46.1 µM), without a hit: top-dose activity, negative = active. AID 602313. actives 0.2% (n = 390,000); also: potency is read from the fitted curve at half-maximal effect; % of control where 0% means no effect; nearly all actives have a fitted effect of over 65% in size
#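 HeLa cells stably expressing A3F-eYFP plus Vif, plated and incubated overnight at 37 deg C, then exposed to compounds overnight at 37 deg C. Blocked degradation read as raised yellow fluorescence (Ex 488/Em 500-530).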
# RGS4 inh = blocks human RGS4-accelerated GTP hydrolysis; P49798; Transcreener GDP fluorescence polarization, RGS4-accelerated GTP hydrolysis; Potency, µM (doses to about 114 µM), inactives show at the highest dose activity change, negative = inhibition, actives largely listed as inhibitors; actives 0.039% (n = 390,000); AID 504845; also: potency is read from the fitted curve at half-maximal effect; % is scaled to controls: 0 for no effect and ±100 for the full control effect; nearly all actives have a fitted effect of over 75% in size; some results filed as inactive show a strong effect at the top dose
# Target sequence (P49798 whole entry, looked up): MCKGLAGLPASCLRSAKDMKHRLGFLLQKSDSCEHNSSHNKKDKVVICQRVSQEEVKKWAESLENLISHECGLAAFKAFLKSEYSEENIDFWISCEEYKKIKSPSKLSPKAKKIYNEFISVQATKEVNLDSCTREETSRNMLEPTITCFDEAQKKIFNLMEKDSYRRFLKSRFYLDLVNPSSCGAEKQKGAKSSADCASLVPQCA
#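 MLSMR compounds (23 nl, pin-transferred) preincubated 10 min at room temperature with a 500nM (2x) first reagent, then RGS4 at 900nM (2x) plus Transcreener GDP mix added; fluorescence polarization (620/688 nm) read before and after 90 min at 30 °C.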
# Vif-APOBEC3G blk = Vif-A3G binding inhibition | HeLa A3G-eYFP + Vif (tagged APOBEC3G with the HIV-1 protein that degrades it), YFP fluorescence, overnight | Potency, µM (top dose mostly 46.1 µM), inactives show at the highest dose activity, negative = active, actives largely listed as inhibitors | actives 0.076% (n = 410,000) | AID 602310;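 also: potency is read from the fitted curve at half-maximal effect; % is scaled to controls: 0 for no effect and ±100 for the full control effect; nearly all actives have a fitted effect of over 60% in size; hits raise eYFP signal because A3G escapes Vif-driven loss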
# Target sequence (Q9HC16 whole entry, looked up): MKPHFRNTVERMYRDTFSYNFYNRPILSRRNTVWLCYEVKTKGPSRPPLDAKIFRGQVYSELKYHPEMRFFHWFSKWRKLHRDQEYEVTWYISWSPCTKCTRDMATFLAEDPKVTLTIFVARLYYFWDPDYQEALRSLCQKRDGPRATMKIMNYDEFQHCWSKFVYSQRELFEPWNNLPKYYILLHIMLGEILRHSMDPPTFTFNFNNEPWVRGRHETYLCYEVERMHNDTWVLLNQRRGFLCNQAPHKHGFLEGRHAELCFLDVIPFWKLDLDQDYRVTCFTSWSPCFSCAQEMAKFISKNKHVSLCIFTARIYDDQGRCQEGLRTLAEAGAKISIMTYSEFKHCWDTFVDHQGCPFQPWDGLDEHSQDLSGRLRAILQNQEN
#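 Read-out is eYFP fluorescence (Ex 488/Em 500-530) from Vif-expressing HeLa A3G-eYFP cells; more signal means A3G escaped Vif-mediated degradation. Cells plated overnight, compound pinned in, incubated overnight at 37 deg C.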
# USP1 inh = USP1/UAF1 (human) deubiquitinase inhibition; O94782; recombinant USP1/UAF1, Ub-Rhodamine cleavage fluorescence; Potency, µM (series often up to 57.1 µM), for inactives: top-dose activity change, negative = inhibition, actives largely listed as inhibitors; actives 0.23% (n = 390,000); AID 743255; also: potency is read from the fitted curve at half-maximal effect; % is scaled to controls: 0 for no effect and ±100 for the full control effect; nearly all actives have a fitted effect of over 60% in size; inactives centre near -12
#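 1 nM enzyme complex + cpd, 15 min RT; start with Ub-Rho 150nM final; kinetic fluorescence ex 480/em 540, 6 reads q60 s. Buffer 50mM HEPES pH 7.8, 0.5mM EDTA, 0.1 mg/ml BSA, 1mM TCEP, 0.01% Tween-20.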
# Numbers without * were called inactive; ? = inconclusive; nt = not tested or not shown; & = joins results of further samples; [ ] = remark or other dose. Unless noted, calls follow the shape of the dose curve; as a rule, active = well fitted curve in the direction sought with a large enough effect; inconclusive = small, poorly fitted or top-dose-only effect, or another doubt; inactive = no such curve, though single readings can be large; an effect the other way counts as inactive or inconclusive.
SMILES,TrxR1 inh,TrxR1 substrate,GRP78 ERSR act,LDHA inh,IDH1 R132H inh,Vif-A3F inh,RGS4 inh,Vif-APOBEC3G blk,USP1 inh
CCc1cc2c(CN3CCN(Cc4ccccc4)CC3)cc(=O)oc2cc1O,14%,186%[activator],0%,1&8&1,3%,9%,-10%[56.9 µM],-4%,-17%
Cn1ncc2c(N3CCN(c4ccccc4F)CC3)ncnc21,20%[57.1 µM],-1%[57.1 µM],0%&5%,-3&-4,-5%&2%,4%&-3%,2%&42%,4%&-1%,3%&-7%
O=C(c1cc(-c2ccccc2O)on1)N1CCCCCC1,8%,1%,4%,0,3%,-13%,-3%,-5%,-3%
Cc1ccc(NC(=O)OCC(F)(F)C(F)F)cc1NC(=O)OCC(F)(F)C(F)F,2%,-4%,-4%,2,0%,0%,18%,1%,-29%
Cc1ccc(C)c(N2CCN(C(=O)C3CCN(S(=O)(=O)c4ccc5[nH]c(=O)oc5c4)CC3)CC2)c1,13%[57.1 µM],2%[57.1 µM],-3%,3,1%,0%,-27%,5%,-8%
COc1ccccc1N(CC(=O)Nc1ccc(Cc2ccncc2)cc1)S(=O)(=O)c1ccccc1,27%,3%,-8%,-6,10%,-8%,10%,1%,-6%
Cc1c(NC(=O)c2c(O)c3ccccc3n(C)c2=O)c(=O)n(-c2ccccc2)n1C,4%,-4%,-3%,-8,-1%,1%,14%,3%,-10%
CSc1nnc(C)c(/C=C/NOCc2ccc(Cl)cc2)n1,-6%,-12%,-4%,26,-5%,-1%,-4%,0%,-19%
CCOc1nc(SCCOc2ccc(C)cc2)nc(N(C)C)n1,26%[57.1 µM],-6%,-6%,6,2%,6%,-7%[11.4 µM],4%,-6%
O=C(NC1CCSC1=O)c1cccc(C(=O)NC2CCSC2=O)c1 (stereo not given),9%[57.1 µM],-4%[57.1 µM],-7%,0,0%,-7%,-11%,3%,-8%
Cc1ccccc1Cn1c(=O)n(Cc2ccc3c(c2)OCO3)c(=O)c2oc3ccccc3c21,5%,1%,-3%,-18,0%,-11%,-3%,4%,8%
COc1ccc(C)cc1NC(=O)c1c2c(nc3ccccc13)C(=O)N(C1CCCCC1)C2,8%[57.1 µM],-2%[57.1 µM],-1%,-1,-17%,-2%,-9%,-2%,?
CC(C)(C)c1ccc(OCCN2CCCC2)cc1,9%[57.1 µM],7%[57.1 µM],-4%,-15,1%,-4%,-6%,-5%,-15%
COc1ccc(N2CCN(C(CNC(=O)C3CCCCC3)c3ccco3)CC2)cc1 (stereo not given),3%,-3%,-5%,-2,0%,-12%,22%,2%,-5%
O=C(CCNS(=O)(=O)c1cccc2nonc12)NC1CCCCC1,-5%[57.1 µM],1%[57.1 µM],2%,-9,0%,4%,14%,-5%,-19%
Cc1c(CCC(=O)O)c(=O)oc2cc3occ(C(C)(C)C)c3cc12,21%,39%[activator],-2%,-5,-6%,-11%,8%,-1%,-5%
Cc1cc(C)n(C(=O)c2ccc(C)c(S(=O)(=O)N3CCOCC3)c2)n1,-9%,-8%,-1%,-3&-4,8%,4%,0%,-4%,-1%
O=C(Nn1cc(C(=O)Nc2ccccc2F)c2ccccc2c1=O)c1cnccn1,14%[57.1 µM],7%[57.1 µM],-4%,-8,9%,-2%,-10%,-8%,-16%
O=C(O)C1CCCN1c1nc(C(F)(F)F)nc2ccccc12 (stereo not given),5%,2%,-2%,3,-6%,-11%,-13%,0%,-5%
COc1ccccc1C1CC(c2ccccc2)=NN1C(=S)Nc1ccccc1 (stereo not given),14%[57.1 µM],-2%[57.1 µM],0%,-14,-3%,1%,-5%,3%,?

# Part of the list above in order of SMILES length, highest first.
SMILES,TrxR1 inh,TrxR1 substrate,GRP78 ERSR act,LDHA inh,IDH1 R132H inh,Vif-A3F inh,RGS4 inh,Vif-APOBEC3G blk,USP1 inh
Cc1c(NC(=O)c2c(O)c3ccccc3n(C)c2=O)c(=O)n(-c2ccccc2)n1C,4%,-4%,-3%,-8,-1%,1%,14%,3%,-10%
COc1ccc(N2CCN(C(CNC(=O)C3CCCCC3)c3ccco3)CC2)cc1 (stereo not given),3%,-3%,-5%,-2,0%,-12%,22%,2%,-5%
COc1ccccc1C1CC(c2ccccc2)=NN1C(=S)Nc1ccccc1 (stereo not given),14%[57.1 µM],-2%[57.1 µM],0%,-14,-3%,1%,-5%,3%,?

# The list goes on:
SMILES,TrxR1 inh,TrxR1 substrate,GRP78 ERSR act,LDHA inh,IDH1 R132H inh,Vif-A3F inh,RGS4 inh,Vif-APOBEC3G blk,USP1 inh
CN(C)CC#CCOC(c1ccccc1)c1ccccc1,3%[57.1 µM],7%[57.1 µM],-5%,-3,3%,-22%,-5%,-6%,-12%
CC(C)N(C(=O)[C@H]1C[C@H](CC(=O)NCc2cccc(C(F)(F)F)c2)C(=O)N2CCc3c([nH]c4cc(CCC(=O)N(C)C)ccc34)[C@]12C)C(C)C,7%,2%,-1%,5,0%[38.3 µM],5%,-18%,5%,-27%
O=[N+]([O-])c1ccccc1S(=O)(=O)Nc1cccc(-c2ccc(N3CCOCC3)nn2)c1,-7%,0%,1%,-2,0%,1%,-11%,-5%,-16%
Cc1cc(/C=C(\C#N)C(=O)OCC(=O)Nc2ccc(OC(F)F)cc2)c(C)n1CC(C)C,-12%,-10%,-1%,-1,4%,-11%,-46%,1%,-25%
COc1ccc(Cl)cc1NC(=O)Cn1nc(-c2ccc(C)cc2)n(C)c1=S,-1%,-1%,-5%,-3,0%,6%,-15%,-8%,-7%
C/C(=N\NC(=O)CC(C)C)c1ccc(Cl)c(Cl)c1,-5%,-1%,0%,-2,6%,0%,-10%,0%,-13%
COc1ccccc1NS(=O)(=O)c1c(C)nc2sccn2c1=O,8%,-6%,-1%,-9,5%,-8%,10%,1%,-13%
COc1ccc(/C(C)=N/OC/C(O)=C(\C#N)c2nc3ccccc3[nH]2)c(OC)c1,6%,-1%,-4%,-1,8%,1%,-13%,-18%,-17%
Cc1cc(SCC(=O)NCC2CCCO2)nc2ccccc12 (stereo not given),5%,0%,-4%,-12,-4%,?,-13%,?,-14%
O=C(CSCC(=O)N1CCCCC1)Nc1nc(-c2ccccc2)c(-c2ccccc2)s1,69%,21%[57.1 µM],2%,1,-2%,-1%,0%,-10%,-13%
COc1ccc2c(c1OC)C(=O)N(c1cccc(C(F)(F)F)c1)C2,4%,1%,1%,-2,5%,-12%,1%,-2%,-18%
CC(C)(C)c1csc(NC(=O)CSC2=NCCS2)n1,12%,1%,-1%,-4,15%,0%,13%,1%,?
CCc1nnc(NC(=O)c2cc(-c3ccc(C)o3)nc3ccccc23)s1,?,-3%,-1%,1&0,-2%,0%,-24%,-8%,5%
Cc1nn(C)cc1C(C(=O)NC1CCCCC1)N(C(=O)Cc1cccs1)c1ccc(F)cc1 (stereo not given),6%,-1%,0%,1,0%,-23%,-5%,1%,-5%
CCCOc1ccc(-c2csc3nc[nH]c(=O)c23)cc1,14%,-1%,7%,-9,-2%,-1%,12%,3%,-8%
COc1cc2[nH]c(=O)n(CCCCCC(=O)N3CC=C(c4ccccc4)CC3)c(=O)c2cc1OC,30%[57.1 µM],23%[57.1 µM],-7%,-2,0%,-9%,-14%,-10%,-11%
COc1ccc(C(=O)N2CCCCCC2)cc1OC1CCN(C(C)=O)CC1,-7%,0%,-5%,-3,3%,4%,-5%,0%,-15%
COc1ccc(C(=O)NNC(=O)Cc2coc3cc(OC)ccc23)cc1,-12%[57.1 µM],-8%,-4%,1,-1%,-12%,-1%,-6%,6%
CC(=O)Nc1ccc(S(=O)(=O)NC2=C(N3CCN(C)CC3)C(=O)c3ccccc3C2=O)cc1,-14%,-2%,-1%,12,5%,-4%,-29%,0%,?
COc1ccc(NC(=O)CSc2nnc(N)s2)c([N+](=O)[O-])c1,-1%[57.1 µM],7%[57.1 µM],-2%,-7,18%,9%,16%,1%,-2%
COCc1cc(C)nc2sc(C(=O)NN)c(-n3cccc3)c12,16%[57.1 µM],1%[57.1 µM],-6%,-8,7%,5%,7%,-21%,6%
CN(CC(=O)NCc1cccs1)CC(=O)Nc1ccccc1Cl,nt,nt,-6%,-14,3%,-11%,nt,3%,-28%
CCOC(=O)C1=C(CS(=O)(=O)c2ccc(F)c(C)c2)NC(=O)NC1c1ccc(F)c(F)c1 (stereo not given),-7%,-8%,-1%,-6,7%,1%,2%,0%,-7%
CC[C@@H](C)CN1C(=O)N[C@@H](CCc2ccccc2)C(C(C)=O)=C1C,9%,1%,-2%,-8,25%,1%,2%,-1%,-21%
Cc1ccc(S(=O)(=O)Nc2ccc3c(c2)C(=O)NC3=O)cc1[N+](=O)[O-],-16%,-10%,-5%,-2,6%,-9%,?,0%,-16%
Cc1cc(C)nc(/N=C(\N)Nc2ccc(CC(=O)OC(C)C)cc2)n1,-5%,-4%,2%,-6,-2%,0%,-5%,2%,-1%
CC(C)CNC(=O)c1ccccc1-c1ccccc1C(=O)O,5%,1%,-3%,-4,-10%,2%,5%,2%,2%
O=C(Cc1ccc(F)cc1)N1CCOCC1,14%[57.1 µM],9%[57.1 µM],-7%,-6,6%,1%,20%,0%,-5%
CCCCC(c1nnnn1C1CCCC1)N1CCN(C2CCCCC2)CC1 (stereo not given),19%,8%[57.1 µM],-3%,-3,2%,-12%,7%,2%,4%

# These rows are one share of the data; the hit share may differ from the screen's.
